Screening results from PubChem.
mcGAS MS inh – inhibitors of Mus musculus cyclic GMP-AMP synthase, initial high-throughput assay, cell-free, RapidFire MS. Q8C6L5. recombinant mouse cGAS, cGAMP by RapidFire MS. inhibition, % at 12.5 µM. actives 0.18% (n = 130,000). AID 1259397, 2018;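 active = inhibition of cGAS enzyme activity at or above 60%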;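 note: enzyme stimulated by 45 bp dsDNA with ATP and GTP substrates; cGAMP share of summed cGAMP plus half ATP and half GTP signals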
Target sequence (Q8C6L5 whole entry, looked up): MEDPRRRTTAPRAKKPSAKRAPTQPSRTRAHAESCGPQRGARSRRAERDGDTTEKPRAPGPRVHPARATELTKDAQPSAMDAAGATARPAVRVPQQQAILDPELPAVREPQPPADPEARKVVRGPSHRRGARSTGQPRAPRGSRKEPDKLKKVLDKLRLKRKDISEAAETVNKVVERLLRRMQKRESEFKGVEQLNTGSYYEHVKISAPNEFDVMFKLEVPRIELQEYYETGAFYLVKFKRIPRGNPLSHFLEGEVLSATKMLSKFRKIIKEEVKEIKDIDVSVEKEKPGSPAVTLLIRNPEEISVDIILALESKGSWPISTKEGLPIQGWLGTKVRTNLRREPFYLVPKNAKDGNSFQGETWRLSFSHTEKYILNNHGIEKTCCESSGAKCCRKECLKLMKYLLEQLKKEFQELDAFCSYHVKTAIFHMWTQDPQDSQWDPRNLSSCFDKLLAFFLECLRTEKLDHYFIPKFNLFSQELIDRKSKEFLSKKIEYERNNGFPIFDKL
Active calls of the source: *; & = joins results of further samples.

SMILES | mcGAS MS inh
COc1ccc(NS(=O)(=O)CCN2C(=O)c3ccccc3C2=O)cc1 | -16
O=S(=O)(NCc1ccccc1)N1CCCC(c2nc3ccccc3o2)C1 (stereo unspecified) | -21
O=C(NNC(=O)c1cc(Cl)ccc1Cl)Nc1ccc(Cl)cc1 | -9
O=C(c1cccc(C(F)(F)F)c1)N1CCC2(CCc3ccccc32)C1 (stereo unspecified) | -3
CCN(CC)c1ncccc1CNC(=O)[C@@H]1CCC(=O)N1 | -4
CC(C)(C)c1cc2nc(C(=O)O)cc(-c3cccc(C(F)(F)F)c3)n2n1 | -3
O=C(c1ccccc1)n1ccn(-c2ccccc2)c1=S | -3
Cc1ccc(C(=O)N(C)C)cc1NS(=O)(=O)c1ccc(-c2ccccc2)cc1 | -21
O=S(CCSc1n[nH]c(C2CCCC2)n1)c1ccccc1 (stereo unspecified) | 10
N#CC(=Cc1ccsc1)C(=O)Nc1nccs1 | -3
CC(=O)c1cccc(OC(C)C(=O)NC2CCC3CCCCC3C2)c1 (stereo unspecified) | -10
CN(CC(=O)NC(=O)NC(C)(C)C)C1CCCCC1 | 7
COCc1ncc(CN2CCCN(C(=O)C3CCC3)CC2)cn1 | 3
COC(=O)CCN(C(=O)c1c(C)noc1C)c1cccc(F)c1 | -4
COC(=O)c1ccccc1N1C(=O)C2C3C=CC(C3)C2C1=O (stereo unspecified) | -2
CC1=CC[C@@H]2CN(C(=O)CCc3n[nH]c(C)n3)C[C@@H]2C1 | 12
Cc1ccccc1-n1ncc2c1CC(C)(C)CC2NC(=O)CN1C(=O)c2ccccc2C1=O (stereo unspecified) | -9
Cc1sc2ncnc(Nc3ccc4c(c3)NC(=O)CO4)c2c1C | -8
Cc1cccc(-c2ncc(CN3CCCC(Cn4ccnc4C)C3)cn2)c1 (stereo unspecified) | -14
Cn1cnnc1-c1ccc(NC(=O)NCC2(c3ccc(F)cc3)CC2)cc1 | -1
Cc1ccc(/C=C/S(=O)(=O)N(CCO)c2ccc(Br)cc2)cc1 | -2
Cc1cnn(CC2CCN(CC(O)COCC3CCCO3)CC2)c1 (stereo unspecified) | 1
COC(=O)c1ccc2c(c1)C(=O)/C(=C/c1cccc(O)c1)O2 | -4
COCC(C)NCCN1CCCc2ccccc21 (stereo unspecified) | -28
Cc1cc(C(=O)Nc2sccc2C(N)=O)nn1C | -1
Cc1ccccc1CSc1nnc(N)s1 | -9
Cc1ccsc1C(=O)N1CCC1(C)C(=O)Nc1cccc2ncccc12 (stereo unspecified) | -6
CCOc1ccc(N)cc1S(=O)(=O)N(C)C | -4
Cc1nc(NC2=NCN(C(C)C)CN2)nc2ccccc12 | 0
CC(=O)N1CCC(NC(C)c2ccc3c(c2)CCO3)CC1 (stereo unspecified) | -4
Cc1cn2c3c(=O)n(CCCc4ccccc4)c(=O)n(C)c3nc2n1CCCN1CCOCC1 | -3
CN(C)c1cccc(C(=O)NC2CCN(C(=O)c3ccncc3)C2)c1 (stereo unspecified) | -6
COc1ccc(NC2CCCN(C(=O)C3CCN(C(=O)N(C)C)CC3)C2)cc1 (stereo unspecified) | -6
CC(NC(=O)COc1ccccc1)c1ccccc1Cl (stereo unspecified) | -1
Cc1ccsc1CN(CCN(C)C)Cc1cccc(C)c1O | -4
NC(=O)c1cnc2n1CCN(C(=O)c1nc(-c3ccccc3)cs1)C2 | -5
COc1ccc(N2CCN(C(=O)C3CC=CCC3C(=O)NCc3ccco3)CC2)cc1 (stereo unspecified) | -6
Cc1nn(C)c(C)c1C1CCCN1C(=O)c1cc(F)cc2[nH]cnc12 (stereo unspecified) | 2
COc1ccc(CCC(=O)NCC2CCCOC2C(C)C)c(OC)c1OC (stereo unspecified) | 2
CCc1noc(C)c1C(=O)NC1(c2ccc(Br)cc2)CC1 | -10
CC(C)COCC(N)c1ccco1 (stereo unspecified) | 5
C=CC[C@H]1CC(C)=C[C@H](CC=C)N1C(=O)c1ccc2[nH]c(=O)c(=O)[nH]c2c1 | -2
Cn1ccc(C(=O)N2CCCCC2C(=O)NC2CCCC2)cc1=O (stereo unspecified) | -5
C[C@H](C(=O)NCc1nccs1)N1Cc2ccc(Nc3ncccn3)nc2C1=O | 6
O=C(Nc1ccc(N2CCOCC2)c2nonc12)C1CCCO1 (stereo unspecified) | 5
COc1ccc(C(C2Sc3nc(C)nn3C2=O)N2CCC(C(N)=O)CC2)cc1OC (stereo unspecified) | -11
CC(=O)c1ccc(C(=O)N2CCCC(C(=O)c3ccc(Cl)cc3C)C2)cc1 (stereo unspecified) | -12
CCCCc1ccc(N2CCCn3c2nc2c3c(=O)n(CCOCC)c(=O)n2C)cc1 | -2
CN(CCCNC(=O)c1cc2cccc(F)c2o1)C(=O)C1CCC1 | 0
CCc1ncc(CN(C)Cn2ncn(C)c2=S)s1 | -11
Cc1cc(C(=O)Nc2ccc(N3CC(C)OC(C)C3)nc2)c(C)n1C1CC1 (stereo unspecified) | -1
COc1cc(C#N)ccc1OCc1ccccc1Br | -5
CCC(c1cccnc1)N(C)Cc1ccccn1 (stereo unspecified) | -9
O=C(O)C1CN(c2nc(-c3ccccc3)nc3c2CCC3)CCN1 (stereo unspecified) | -9
CCSC1=C(C#N)C(=O)NC(C(C)C)S1 (stereo unspecified) | 2
COc1ccc(CN2CCN(Cc3ccc(-n4cccn4)cc3)CC2CCO)c(F)c1 (stereo unspecified) | -3
O=C(C1COc2ccccc2C1)N(Cc1ccco1)C1CC1 (stereo unspecified) | 3
CCCc1ncncc1C(=O)N1CCc2onc(-c3ccc4c(c3)OCO4)c2C1 | -30
O=c1c2nnn(-c3ccc(F)cc3)c2ncn1C/C=C/c1ccccc1 | 6
Cc1nc(C)n(C)c(=O)c1-c1ccccc1 | -5

A different layout for 24 compounds above:
Structure,mcGAS MS inh
COc1ccc(NS(=O)(=O)CCN2C(=O)c3ccccc3C2=O)cc1,-16
O=S(=O)(NCc1ccccc1)N1CCCC(c2nc3ccccc3o2)C1 (stereo unspecified),-21
O=C(NNC(=O)c1cc(Cl)ccc1Cl)Nc1ccc(Cl)cc1,-9
O=C(c1cccc(C(F)(F)F)c1)N1CCC2(CCc3ccccc32)C1 (stereo unspecified),-3
CCN(CC)c1ncccc1CNC(=O)[C@@H]1CCC(=O)N1,-4
CC(C)(C)c1cc2nc(C(=O)O)cc(-c3cccc(C(F)(F)F)c3)n2n1,-3
O=C(c1ccccc1)n1ccn(-c2ccccc2)c1=S,-3
Cc1ccc(C(=O)N(C)C)cc1NS(=O)(=O)c1ccc(-c2ccccc2)cc1,-21
O=S(CCSc1n[nH]c(C2CCCC2)n1)c1ccccc1 (stereo unspecified),10
N#CC(=Cc1ccsc1)C(=O)Nc1nccs1,-3
CC(=O)c1cccc(OC(C)C(=O)NC2CCC3CCCCC3C2)c1 (stereo unspecified),-10
CN(CC(=O)NC(=O)NC(C)(C)C)C1CCCCC1,7
COCc1ncc(CN2CCCN(C(=O)C3CCC3)CC2)cn1,3
COC(=O)CCN(C(=O)c1c(C)noc1C)c1cccc(F)c1,-4
COC(=O)c1ccccc1N1C(=O)C2C3C=CC(C3)C2C1=O (stereo unspecified),-2
CC1=CC[C@@H]2CN(C(=O)CCc3n[nH]c(C)n3)C[C@@H]2C1,12
Cc1ccccc1-n1ncc2c1CC(C)(C)CC2NC(=O)CN1C(=O)c2ccccc2C1=O (stereo unspecified),-9
Cc1sc2ncnc(Nc3ccc4c(c3)NC(=O)CO4)c2c1C,-8
Cc1cccc(-c2ncc(CN3CCCC(Cn4ccnc4C)C3)cn2)c1 (stereo unspecified),-14
Cn1cnnc1-c1ccc(NC(=O)NCC2(c3ccc(F)cc3)CC2)cc1,-1
Cc1ccc(/C=C/S(=O)(=O)N(CCO)c2ccc(Br)cc2)cc1,-2
Cc1cnn(CC2CCN(CC(O)COCC3CCCO3)CC2)c1 (stereo unspecified),1
COC(=O)c1ccc2c(c1)C(=O)/C(=C/c1cccc(O)c1)O2,-4
COCC(C)NCCN1CCCc2ccccc21 (stereo unspecified),-28

(further entries)
SMILES | mcGAS MS inh
Cn1cc(CN(Cc2ccncc2)CC2CCCO2)c(-c2cccc(Cl)c2)n1 (stereo unspecified) | -4
CCN1CCN(c2nc(Nc3ccc(C)c(Cl)c3)c3nccnc3n2)CC1 | -7
O=C(NCc1ccco1)Nc1ccc(Br)cc1Br | -27
Cc1cc(C(C)NC(=O)C2CC(=O)N(CC(F)(F)F)C2)c(C)s1 (stereo unspecified) | -1
CC(=O)NC(C)c1nc2ccccc2n1CC(C)C (stereo unspecified) | -14
CCNc1ccnc(N2CCCC(CCC(N)=O)C2)n1 (stereo unspecified) | 7
O=C(c1ccc2cccnc2c1)N1CCOC(c2ccc(Cl)c(Cl)c2)C1 (stereo unspecified) | -11
CCc1nnc(C(C)S(=O)(=O)C2CCCc3ccccc32)o1 (stereo unspecified) | -57
CC(C)n1cnnc1CN(C)c1nccc(CCC(F)(F)F)n1 | -2
O=c1[nH]cnc2nc(-c3ccccc3)c(-c3ccccc3)nc12 | -6
CC(CCc1ccccc1F)C(=O)NS(=O)(=O)CC1CC1 (stereo unspecified) | 5
NC12C[C@@H]3CC1(O)C[C@H](C2)c1ccccc13 | -34
O=C(c1ccc(S(=O)(=O)N2CCCCCC2)cc1)N1CCc2ccccc21 | -7
CCc1nc(-c2c(-c3ccccc3)ncn2CCOc2nonc2C)c(C)[nH]1 | -13
CC1Cc2ccccc2N1C(=N)N=C(N)N (stereo unspecified) | -11
Cc1c(-c2ccc(F)cc2)[nH]c2ccc(CNC(=O)[C@H](C)n3cnnn3)cc12 | -17
COCc1nc2nc(C)c(CCC(=O)O)c(=O)n2[nH]1 | 1
Cc1ccccc1-c1noc(CNC(Cn2cccn2)c2ccccc2)n1 (stereo unspecified) | -25
CC(C)=CC(=O)NCCC1CN(Cc2ccccc2F)CCO1 (stereo unspecified) | -5
Cc1ccccc1C(OCCN(C)C)c1ccccc1 (stereo unspecified) | -6&-5&4&4
Cc1nnnn1C(=Cc1ccccc1)C(=O)N1CCc2ccccc2C1 | -13
O=c1oc2ccccc2c(O)c1-c1c[nH]c2ccccc12 | -6
COc1ccc(-c2cc3nc(NCC4CCCCC4)n(C)c(=O)c3s2)cc1OC | 5
CC(C)C(=O)N1CCC2(CC1)SCC(=O)N2Cc1ccco1 | -13
COC(=O)c1cc2ccccc2cc1NC(=O)c1ccnc(N(C)C)c1 | -3
CC(C)CNc1ccc2c(n1)C(=O)N([C@H](C)C(=O)NC1CC1)C2 | 4
CCOc1ccccc1OCCOc1ccc(CC)cc1 | -1
Cc1ccc(CN2CCN(c3nc4c(c(=O)[nH]c(=O)n4C)n3Cc3cccc4ccccc34)CC2)cc1 | -11
Cn1c(NCc2nccc3ccccc23)c(C#N)c(=O)n(C)c1=O | -14
Cc1cc(C)cc(Cn2c(C)c(C(=O)NCc3ccc4c(c3)OCCO4)sc2=O)c1 | 9
O=C(Nc1ccncc1)C1CC2CCC(C1)C21SCCS1 (stereo unspecified) | 7
CC(C)c1nc(SCc2cc(-c3ccco3)on2)n[nH]1 | -28
O=C(c1cc2n(n1)C(C(F)(F)F)CC(c1ccco1)N2)N1CCSCC1 (stereo unspecified) | 9
CCn1c(CC2CCN(Cc3cccnc3OC)CC2)n[nH]c1=O | -5
NS(=O)(=O)c1ccc(Sc2ccc3c(c2)OCCO3)nc1 | -13
COc1cc(NC2CCCN(C(=O)c3ccco3)C2)ncn1 (stereo unspecified) | -18
O=c1c2nnn(Cc3ccc(Cl)cc3)c2ncn1Cc1ccc(F)cc1 | 6
N#CCC(Cc1ccccc1)c1ccc2c(c1)OCO2 (stereo unspecified) | -9
CCN(CC#N)Cc1cc(F)ccc1Br | 4
O=C(CN1C(=O)CC2(CCCCC2)C1=O)Nc1c(Cl)cccc1C(F)(F)F | -12
COc1ccc(C(=O)NCc2cc(F)cc3c(C)c(C)[nH]c23)o1 | -4
C=C(C)Cn1c(=O)c2c(nc3n(-c4ccc(OC)cc4OC)c(C)cn23)n(C)c1=O | 0
COCC(C)N=C1NN=C(c2ccc(S(=O)(=O)N3CCCCC3)cc2)CS1 (stereo unspecified) | -1
O=C(Cc1ccc2c(c1)OCCO2)NNC(=O)c1ccc(Br)s1 | 2
Cc1ccccc1S(=O)(=O)NC(=O)C1(C)CCN1C(=O)C1(c2ccccc2)CCCC1 (stereo unspecified) | -5
O=C(Cn1cnc2c(nnn2Cc2ccccc2)c1=O)c1ccc(Cl)cc1 | 4
C=CCN1CC(C(=O)N2CCn3nc(C#N)cc3C2)CC1=O (stereo unspecified) | -9
CCSc1nc(-c2ccc(OC)cc2)cc(-c2ccc(OC)cc2)c1C#N | -1
CCCNc1nnc(S(=O)(=O)C(C)C(=O)NC2CCCCCC2)s1 (stereo unspecified) | -2
CC1CC(C)CN(S(=O)(=O)c2ccc(F)c(F)c2)C1 (stereo unspecified) | 1
O=C(C1CC12c1ccccc1-c1ccccc12)N1CCN(c2ccccc2Cl)CC1 (stereo unspecified) | 0
CCCc1ncc(C(O)c2cccc3ccccc23)n1C (stereo unspecified) | -8
COC(=O)CC1CCCN(C(=O)c2ccccc2OCc2cccnc2)C1 (stereo unspecified) | 0
Cc1noc(C2CCCN(C(=O)NCc3ccc(C(F)(F)F)cc3)C2)n1 (stereo unspecified) | 2
CNCc1cc(-c2ccc3c(c2)OCO3)ccc1OC | -2
C=CCn1c(Cn2nnc3ccccc32)nnc1SCC(=O)Nc1ccc(OCC)cc1 | -3
CCNC(=O)[C@@H]1C[C@@H](N)CN1C(=O)c1sc(OC)nc1C | -7
CN1CCN(Cc2ccc(-c3ccco3)cc2)CC1CCO (stereo unspecified) | -8
Cc1ccc(S(=O)(=O)N(Cc2ccncc2)C2CC2)c(Br)c1 | -9
Cc1cccc(Nc2ccccc2C(=O)NCC2COCCO2)c1C (stereo unspecified) | 3
New compounds follow.
SMILES | mcGAS MS inh
Cc1cc(O)c(C(c2ccccc2)N2CCN(c3ccccn3)CC2)c(=O)n1Cc1cccnc1 (stereo unspecified) | 4
CN=C1SC(=Cc2ccc(SC)cc2)C(=O)N1C | -8
O=C(CN1CCN(c2cc(-c3cccc4oc5ccccc5c34)ncn2)CC1)N1CCCC1 | 3
CC1(C)SCC2C(=O)N3C(CSC3(C)C)C(=O)N21 (stereo unspecified) | -10

The list is partial. The share of hits here may be higher or lower than overall.
